Bioassay records from PubChem.
SRC2 inh = inhibits human steroid receptor coactivator 2; HEK293 GAL4-SRC2 luciferase reporter, luminescence; inhibition, % at 9 µM; actives 0.17% (n = 370,000);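 active = inhibition above the mean inhibition of all tested compounds plus 3 SD, set per campaign, cut at about 52% in these data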;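 also: 0% = DMSO treated cells and 100% = cells given Gossypol at 36 µM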
Target sequence (Q15596 whole entry, looked up, the tested form may be a part): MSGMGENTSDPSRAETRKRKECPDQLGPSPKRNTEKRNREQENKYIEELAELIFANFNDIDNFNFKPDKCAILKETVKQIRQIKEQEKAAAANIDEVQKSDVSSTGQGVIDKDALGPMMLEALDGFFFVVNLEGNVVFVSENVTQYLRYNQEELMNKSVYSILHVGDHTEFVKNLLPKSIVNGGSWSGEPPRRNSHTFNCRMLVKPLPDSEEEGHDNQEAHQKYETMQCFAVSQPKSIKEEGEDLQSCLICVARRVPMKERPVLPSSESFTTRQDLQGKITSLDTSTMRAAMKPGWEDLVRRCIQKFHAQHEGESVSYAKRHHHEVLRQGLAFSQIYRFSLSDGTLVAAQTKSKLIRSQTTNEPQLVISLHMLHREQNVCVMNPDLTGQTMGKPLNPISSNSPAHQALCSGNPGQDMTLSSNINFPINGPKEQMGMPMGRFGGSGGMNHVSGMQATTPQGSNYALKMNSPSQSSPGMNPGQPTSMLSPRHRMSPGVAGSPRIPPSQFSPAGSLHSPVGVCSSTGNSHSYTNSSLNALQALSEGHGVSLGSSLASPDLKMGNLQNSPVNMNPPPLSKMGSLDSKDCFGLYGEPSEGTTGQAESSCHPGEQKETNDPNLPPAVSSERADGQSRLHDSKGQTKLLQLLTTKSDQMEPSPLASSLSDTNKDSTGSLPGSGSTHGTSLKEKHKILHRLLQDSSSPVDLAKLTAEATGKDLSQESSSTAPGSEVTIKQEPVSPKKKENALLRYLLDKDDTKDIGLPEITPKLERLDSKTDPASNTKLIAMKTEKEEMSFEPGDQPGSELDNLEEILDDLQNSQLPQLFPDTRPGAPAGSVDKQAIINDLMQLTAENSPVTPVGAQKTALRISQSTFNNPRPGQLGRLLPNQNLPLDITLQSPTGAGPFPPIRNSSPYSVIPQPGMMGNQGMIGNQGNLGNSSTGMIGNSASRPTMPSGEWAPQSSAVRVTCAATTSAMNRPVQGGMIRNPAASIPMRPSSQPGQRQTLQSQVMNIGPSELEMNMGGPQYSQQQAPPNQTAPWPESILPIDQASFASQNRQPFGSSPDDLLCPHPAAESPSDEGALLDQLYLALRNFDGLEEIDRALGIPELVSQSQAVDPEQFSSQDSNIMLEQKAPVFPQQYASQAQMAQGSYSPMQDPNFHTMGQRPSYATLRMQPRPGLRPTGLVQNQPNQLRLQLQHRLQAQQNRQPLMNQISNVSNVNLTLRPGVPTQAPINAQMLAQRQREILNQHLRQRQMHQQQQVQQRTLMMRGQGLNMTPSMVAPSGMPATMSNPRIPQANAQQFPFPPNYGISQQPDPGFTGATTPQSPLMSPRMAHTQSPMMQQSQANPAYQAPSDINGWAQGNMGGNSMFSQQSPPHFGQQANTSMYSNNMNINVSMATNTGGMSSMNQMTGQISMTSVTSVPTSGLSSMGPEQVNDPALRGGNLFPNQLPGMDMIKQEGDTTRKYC
TROY NFkB inh = inhibitors of TROY-dependent NF-kB signaling; Q293 LMP1-TROYcd NF-kB luciferase reporter, 4 h; inhibition, % at 10 µM; actives 0.98% (n = 360,000);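 active = compounds whose plate-normalised and pattern-corrected inhibition of the luciferase reporter signal at the single screening dose is 50% or more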
TLR9-MyD88 inh = inhibitors of human TLR9-MyD88 binding. inhibition, % at 4.98 µM. CHO BLA complementation TLR9-MyD88, CCF4 FRET ratio. Q9NR96+Q99836. actives 0.21% (n = 340,000);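 active = inhibition above the mean over all tested compounds plus 3 SD, cut at about 21% in these data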;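 also: 0% = DMSO only wells and 100% = clavulanate BLA inhibitor control wells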
EBV LMP1 NFkB = Epstein-Barr LMP1 NF-kappaB reporter inhibition. actives 0.69% (n = 350,000). AID 504558. inhibition, % at 12.5 µM. LMP1-induced NF-kappaB luciferase reporter cells, luminescence; in the data active = inhibition above about 41%;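 also: 0% = neutral control wells and 100% = reference inhibitor control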
NCOA3 inh = inhibits human SRC3 coactivator | Q9Y6Q9 | HEK293 GAL4-SRC3 luciferase reporter, luminescence | inhibition, % at 3.6 µM | actives 0.17% (n = 360,000);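 active = inhibition above a per-campaign cutoff, the mean of all compounds plus 3 SD, cut at about 60% in these data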;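 also: 0% = DMSO-treated cells and 100% = gossypol-treated cells at 36 µM; higher means less SRC3-driven luciferase light from the GAL4 reporter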
LRH-1 inv ag = NR5A2 inverse agonism in reporter assay | O00482 | HEK293T StAR-luciferase reporter, LRH-1 transfected, 24 h | inhibition, % at 3.6 µM | actives 0.13% (n = 360,000) | AID 602396;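 active = inhibition above the mean inhibition of all tested compounds plus 3 SD, cut at about 73% in these data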;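 also: 0% = DMSO wells and 100% = reporter-only cells lacking LRH-1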
TWEAK-Fn14 inh = TWEAK-Fn14 signaling inhibition; TWEAK-stimulated Fn14 reporter cells, luciferase luminescence, 8 h; inhibition, % at 10 µM; actives 2% (n = 360,000); AID 1159606; in the data active = inhibition above about 50%
NCOA1 inh = human NCOA1 inhibition; inhibition, % at 3.6 µM; Q15788; HEK293 GAL4-SRC1 luciferase reporter, luminescence; actives 0.12% (n = 360,000);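 active = inhibition above the campaign mean plus 3 SD, with each screening campaign given its own cutoff, cut at about 60% in these data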;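 also: 0% = DMSO treated cells and 100% = gossypol at 36 µM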
C8 TRAIL sens = sensitizes caspase-8 expressing cells to TRAIL | actives 1% (n = 360,000) | AID 624354 | NB7+C8 cells + TRAIL, ATPlite viability luminescence | inhibition (viability loss, TRAIL sensitization), % at 10 µM;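 active = compounds causing at least 50% loss of cell viability in the single-dose screen, relative to plate controls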
NOD2 RIPK2 PPI = inhibitors of human NOD2-RIPK2 interaction. actives 0.38% (n = 360,000). AID 624267. O43353. inhibition, % at 4.98 µM. CHO BLA complementation NOD2-RIPK2, CCF4 ratio; in the data active = inhibition above about 21%;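 also: 0% = vehicle only and 100% = reference blocker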
NR2F2 inh = NR2F2 (human) inhibition, primary screen; inhibition, % at 8.6 µM; HEK293T NGFI-A luciferase reporter, luminescence; actives 0.7% (n = 370,000);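 active = inhibition above a per-plate cutoff, mean inhibition of test wells between control levels plus 3 SD, cut at about 38% in these data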;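 also: cells cotransfected with COUP-TFII expression vector driving the NGFI-A reporter; 0% = median of COUP-TF2 test wells and 100% = reporter-only cells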
Starred values were filed as active, the others as inactive; / = no result given. The list is partial; rates above refer to the full screens.

SMILES	SRC2 inh	TROY NFkB inh	TLR9-MyD88 inh	EBV LMP1 NFkB	NCOA3 inh	LRH-1 inv ag	TWEAK-Fn14 inh	NCOA1 inh	C8 TRAIL sens	NOD2 RIPK2 PPI	NR2F2 inh
COC(=O)C1=C(c2ccc(F)cc2OCc2ccccc2)C[C@@H]2CC[C@H]1N2C(=O)N1CCCC1	11.8	-7.5	-5.2	-5.7	12.1	12.5	-12.7	-4.7	13.1	17.4	4.6
CC1(C)C2([N+](=O)[O-])CN3CC1([N+](=O)[O-])CN(C2)C3c1cccnc1 (stereo not given)	-20.4	-5.0	-4.4	-4.7	16.5	0.8	6.1	8.5	8.1	-20.3	-5.0
CC(NCc1ccccc1C(F)(F)F)C(O)c1ccccc1 (stereo not given)	-16.6	-34.1	0.3	-5.3	7.1	8.9	-21.0	3.9	-1.4	-8.0	-4.4
Cc1cc(C)nc(NC2=NCCS2)n1	8.3	-1.1	2.5	-2.4	2.3	-4.2	-11.8	3.6	-2.8	-16.8	10.0
CCc1ccc(CNCCc2ccc(F)cc2)cc1	18.5	4.7	-2.5	-2.2	12.5	-1.1	-3.8	-6.3	0.0	12.4	0.2
CC(=O)N1CCN(c2ccc(N=Cc3c(O)n(-c4ccc(Cl)cc4)c(=O)[nH]c3=O)cc2)CC1	-9.2	-1.9	3.9	-37.3	13.2	-15.5	-0.4	-16.5	-0.2	2.0	-0.7
Cc1cc(C(=O)CS(=O)(=O)c2ccc(F)cc2)cc(C)c1OC(=O)N(C)C	-70.5	36.4	-1.2	-35.1	-76.2	-108.4	-23.8	-129.8	24.6	-4.7	-32.5
O=C1CC2OCC=C3CN4CCC56c7ccccc7N1C5C2C3CC46O (stereo not given)	9.2	10.4	/	/	10.3	13.4	44.3	-5.0	-6.8	3.2	-0.5
CCCNC(=O)N1[C@H]2CC[C@@H]1C(C(=O)OC)=C(c1ccccc1)C2	16.8	-27.6	5.9	-5.5	0.4	-1.9	-13.9	3.1	-5.5	8.6	4.6
O=C1NC(=O)C2C1C1(Cl)C(Cl)=C(Cl)C2(Cl)C1(Cl)Cl (stereo not given)	-7.3	16.2	-8.0	2.1	3.8	10.7	-11.1	1.9	0.4	-3.7	7.5
COC(=O)C1=C(c2cc3ccccc3o2)C[C@@H]2CC[C@H]1N2C(=O)NCc1ccc(C(F)(F)F)cc1	-1.2	10.8	-8.0	-4.1	-0.4	7.6	29.3	-28.6	4.2	9.2	-22.3
C[C@]12CCC3C(CC[C@@H]4C[C@@H](O)CC[C@]34C)C1CC[C@@H]2O (stereo not given in full)	-2.4	-2.2	-4.9	-1.0	-2.0	-8.5	8.6	-3.2	-2.9	4.0	14.4
CC1CC(C)CN(C(=O)COC(=O)c2cn(C)c3ccccc23)C1 (stereo not given)	1.2	-8.1	-9.0	3.3	3.9	-6.1	17.3	2.1	-2.0	-2.4	-0.4
Cc1ccc(-c2cc(-c3ccc(C)cc3)[n+](-c3ccccc3)c(-c3ccc(C)cc3)c2)cc1	/	71.4*	-13.9	44.5*	78.6*	93.3*	91.6*	65.3*	70.9*	3.3	/
CCOC(=O)[C@]12Cc3cc(N(C)C)ccc3[C@H]1N(Cc1ccccc1)C(=O)c1ccccc12	7.2	3.2	8.4	-23.9	24.5	7.5	8.4	-28.2	-2.9	23.0*	-1.1
C[C@@H]1O[C@@H](O[C@H]2C[C@@H](O)[C@]3(CO)[C@H]4[C@H](O)C[C@]5(C)[C@@H](C6COC(=O)C6)CC[C@]5(O)[C@@H]4CC[C@]3(O)C2)[C@H](O)[C@H](O)[C@H]1O (stereo not given in full)	19.4	46.0	2.4	54.8*	57.0	98.8*	71.1*	68.7*	38.9	-10.6	67.8*
C=CCC1([C@@H](C)CCC)C(=O)NC(=O)NC1=O	0.5	10.4	-1.8	4.7	-6.4	-2.2	1.1	-31.4	-18.1	0.4	10.3
Cc1cc(C)n2nc(SC(C)C(=O)N3CCC4(CC3)OCCO4)nc2n1 (stereo not given)	1.7	3.1	14.8	-1.1	1.3	8.7	-1.7	1.4	-5.1	0.7	-12.5
COc1ccc(CN2C(=O)NC(=O)/C(=C/c3ccoc3)C2=O)cc1	-17.0	-14.0	4.7	-0.5	8.8	-9.5	13.2	7.7	-1.5	-4.7	-2.7
Nc1ccc(Cl)cc1C(=O)c1ccccc1Cl	-11.9	36.5	-4.0	-2.2	-6.3	-5.1	26.8	-4.4	5.8	0.1	-13.5
CN1CCN(c2nc3c(c(=O)[nH]2)CCC3)CC1	-38.3	-7.0	0.2	7.1	5.7	7.3	5.5	-10.6	-6.5	10.4	-1.9
CSc1ccc(CN2CCN(C(=O)COc3cccc(C)c3)CC2)cc1	0.9	23.1	-4.6	-1.3	16.5	10.9	-15.4	-11.5	4.4	-5.2	4.0
CCC(C)NS(=O)(=O)c1ccc(OCC(=O)N2CCN(CC)CC2)cc1 (stereo not given)	16.5	-3.8	-4.1	5.0	8.5	18.4	0.9	-4.7	1.0	-7.2	-2.8
COC(=O)C1=C(c2c(C)noc2C)C[C@@H]2CC[C@H]1N2C(=O)NCc1ccc2c(c1)OCO2	2.2	-6.4	-19.0	-7.1	2.2	6.8	-0.2	3.5	-1.9	-3.2	-7.8
O[C@H]1C2CCC1C(N1CCCCC1)CC2 (stereo not given in full)	-0.9	12.2	8.0	4.1	-18.9	-13.3	-7.0	-4.7	6.3	8.8	3.2
(cont.)
SMILES	SRC2 inh	TROY NFkB inh	TLR9-MyD88 inh	EBV LMP1 NFkB	NCOA3 inh	LRH-1 inv ag	TWEAK-Fn14 inh	NCOA1 inh	C8 TRAIL sens	NOD2 RIPK2 PPI	NR2F2 inh
c1cc2c(cc1N1CCCCC1)CNCc1cnnn1-2	11.8	6.7	/	/	-9.6	-6.2	2.6	-2.6	-9.1	-17.9	5.1
CCNCC(O)c1cccc(O)c1 (stereo not given)	-24.5	7.0	-0.8	-6.2	-25.7	-7.3	-1.4	-23.1	5.7	-6.2	-41.9
c1cc(C2N3CCCN2CC3)ccn1 (stereo not given)	0.9	-5.7	-3.7	0.9	3.7	-8.8	-4.9	-17.4	-6.7	10.4	6.2
O=C1NC(=O)C2(Cc3c(nc4ccccn4c3=O)N3CCCCCC32)C(=O)N1Cc1ccccc1 (stereo not given)	-1.7	13.6	4.4	-19.1	21.1	12.1	39.3	17.4	-3.0	-14.6	-4.3
CC1(C(O)(C#CCN2CCCCC2)c2ccccc2)CCCC1 (stereo not given)	-1.1	7.3	4.9	-19.6	6.4	10.6	-1.5	-0.3	3.2	3.5	14.5
CC1CCCCN1C(=O)Cn1cc(C=C2C(=O)N(C)C(=O)N(C)C2=O)c2ccccc21 (stereo not given)	-3.0	25.3	6.5	1.3	14.3	-1.9	3.4	-2.8	-18.7	-10.2	10.0
CN(C)c1ccc(/C=C/C=C2/C(=O)NC(=O)N(c3ccccc3)C2=O)cc1	-17.6	4.8	-6.3	-54.2	-8.3	-4.3	92.2*	-27.6	25.9	2.6	11.1
CN1C2CCC1/C(=C/c1ccccn1)C(=O)/C2=C\c1ccccn1	65.2*	41.6	23.9*	92.6*	50.2	3.1	100.3*	-51.5	85.9*	30.1*	63.4*
Clc1ccc2[nH]c3c(c2c1)CCNC3	-8.4	-3.9	5.7	16.0	1.2	2.0	-3.6	-9.1	1.6	9.5	-18.7
COC(=O)C1=C(c2ccc(F)cc2OCc2ccccc2)C[C@@H]2CC[C@H]1N2C(=O)NCc1ccc(N(C)C)cc1	1.7	10.6	0.1	-12.0	-17.2	-1.1	6.7	3.0	15.5	-6.9	-1.6
O=C(COc1ccc(Br)cc1)N1CCN(Cc2ccncc2)CC1	-5.5	-8.0	10.8	-3.5	10.4	20.7	4.5	-5.0	19.5	1.1	-0.8
CN1CCc2nc(N)c(C#N)c(-c3ccccc3)c2C1	6.5	-13.0	-2.3	-2.8	5.7	-3.8	0.1	-6.9	-13.1	-6.9	14.2
CCCCN1C(=O)C(C2c3ccccc3C(=O)N2Cc2ccccc2)C(=O)NC1=S (stereo not given)	-29.9	-8.4	1.0	10.6	7.0	-5.5	-4.1	-24.7	8.7	-4.8	-0.9
CCC(C)(O)C(=O)OC1C(=O)OC2CC3C(C)=CC(=O)C(O)C3(C)C3C4(O)OCC23C1C(C)C4O (stereo not given)	74.8*	83.5*	-2.1	93.7*	93.7*	98.4*	99.5*	95.5*	43.2	12.4	89.2*
Nc1ccc(-c2ccc(N)cc2)cc1	-14.3	-13.6	-0.9	-5.2	-56.9	-49.6	-5.0	-36.7	-4.2	-0.7	-7.4
CCC(=Nc1ccc(OC)cc1OC)c1c(O)n(C)c(=O)n(C)c1=O	-8.9	-21.6	0.6	12.5	17.2	-13.7	16.5	-1.4	6.5	-3.8	10.4
O=C(NP(=O)(N1CC1)N1CC1)c1cc(I)ccc1I	8.1	14.9	8.0	-1.1	2.2	-16.6	28.9	-8.4	-11.3	-16.0	2.7
COC(=O)C1=C(c2ccc(F)cc2OCc2ccccc2)C[C@@H]2CC[C@H]1N2C(=O)NCc1ccccc1Cl	15.3	-2.4	-6.5	0.6	1.4	1.8	10.5	1.3	-3.1	-10.6	-2.1
CCOC(=O)C1CCN(Cc2ccc(Cl)nc2)CC1	-50.8	1.9	-1.1	-0.4	12.7	0.6	8.6	0.3	21.6	-16.2	8.5
Cc1nn(Cc2ccccc2)c(C)c1C=C1C(=O)NC(=S)NC1=O	0.7	-7.6	-2.8	1.4	11.9	-4.6	8.5	-18.4	16.8	-4.7	4.3
Cc1ccc(OP(=O)(NC(C)c2ccccc2)Oc2ccc(C)cc2)cc1 (stereo not given)	0.3	17.2	-0.9	-11.1	10.9	0.4	26.9	-3.0	-2.8	10.5	-23.9
CC1(CCl)CN1S(=O)(=O)c1ccccc1 (stereo not given)	3.1	5.4	-0.6	-2.9	29.5	7.2	-3.6	15.0	4.9	-0.6	-6.1
O=C(c1cccs1)N1CCC(C(=O)O)(c2ccccc2)CC1	-5.9	7.6	-12.5	7.1	1.6	-21.2	10.1	-31.8	12.5	-5.7	-1.8
CCSC1=NN1c1cc(C)nc(N)n1	5.6	-18.8	2.3	-8.9	11.8	-12.4	-14.0	-26.8	5.0	-3.4	5.9
COc1cc(/C=C/c2nc3ccccc3c(=O)n2-c2ccccc2O)ccc1O	-3.7	18.3	13.8	0.6	-7.7	11.0	56.4*	-10.4	-7.0	8.7	-14.8
O=C(O)CCCc1ccc(N(CCCl)CCCl)cc1	-29.5	-3.3	-5.2	17.5	-7.9	-7.0	4.4	-19.0	-10.2	-8.6	-0.4
COc1ccc2c(c1)C13CCN4CC5=CCOC6CC(=O)N2C1C6C5CC43 (stereo not given)	-17.7	-4.8	/	/	5.7	6.5	10.0	9.4	1.8	-34.7	-2.9

Copied from the list.
O[C@H]1C2CCC1C(N1CCCCC1)CC2 (stereo not given in full) – NCOA3 inh = -18.9
COc1ccc2c(c1)C13CCN4CC5=CCOC6CC(=O)N2C1C6C5CC43 (stereo not given) – NR2F2 inh = -2.9
COC(=O)C1=C(c2ccc(F)cc2OCc2ccccc2)C[C@@H]2CC[C@H]1N2C(=O)NCc1ccccc1Cl – NCOA1 inh = 1.3
